# A3G deaminase – blocks human APOBEC3G single-stranded DNA deamination | Q9HC16 | recombinant A3G, ssDNA deamination FAM/TAMRA fluorescence | inhibition, % at 20 µM | 0.28% of 330,000 active | AID 493012;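 active means inhibition of at least 40% at 20 µM, with no more than 30% in the related APOBEC3A deaminase screen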;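 further: plate controls were DMSO wells with A3G for no effect and wells lacking A3G enzyme for full effect; some compounds called inactive have numbers as strong as hits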
# SENP8 block-1 – SENP8 (human) protease inhibition; Q96LD8; AID 602440; recombinant SENP8, Nedd8 substrate fluorescence; 0.64% of 360,000 active; inhibition, % at 20 µM; in the data active means inhibition mostly above about 40%, no sharp cut-off; inactive means mostly below about 27%
# Target sequence (Q96LD8 whole entry, looked up): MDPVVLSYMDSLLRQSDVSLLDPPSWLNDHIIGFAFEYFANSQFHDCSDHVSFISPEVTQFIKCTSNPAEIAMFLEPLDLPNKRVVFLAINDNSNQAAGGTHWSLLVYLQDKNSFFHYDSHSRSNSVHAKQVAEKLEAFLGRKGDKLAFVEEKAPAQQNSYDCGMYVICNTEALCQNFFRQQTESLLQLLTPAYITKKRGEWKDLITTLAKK
# UBC13 polyUb – inhibitors of human UBC13 polyubiquitin chain formation. 0.47% of 330,000 active. inhibition, % at 20 µM. AID 485273. TR-FRET; in the data active means inhibition above about 45%, passing the limit was not always enough
# Target sequence (P61088 whole entry, looked up): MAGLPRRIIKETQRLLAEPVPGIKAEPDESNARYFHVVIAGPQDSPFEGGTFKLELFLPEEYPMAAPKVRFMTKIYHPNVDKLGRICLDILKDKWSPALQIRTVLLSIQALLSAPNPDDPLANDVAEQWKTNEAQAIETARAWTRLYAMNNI
# SENP8 block-2 – inhibitors of human SENP8 protease; AID 2540; purified SENP8, Z-RLRGG-aminoluciferin cleavage, luminescence; inhibition, % at 10 µM; 1.2% of 330,000 active; Q96LD8; in the data active means inhibition above about 50%
# Apaf-1 inh – blocks human Apaf-1 apoptosome activity | reconstituted apoptosome caspase-3 activity, DEVD-Rh110 fluorescence | O14727 | 0.71% of 330,000 active | inhibition, % at 20 µM | AID 489030; active means inhibition of at least 40% at 20 µM;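 further: plate controls were DMSO wells for no effect and DEVD-CHO caspase inhibitor wells for full effect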
#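 Material: reconstituted apoptosome with Apaf-1, cytochrome c, caspase-9, procaspase-3, dATP / Buffer or medium: pH 7.5 Hepes buffer with CHAPS, BSA, DTT / Also added: cytochrome c with DEVD-Rh110 / Schedule: compound with Apaf-1, dATP, procaspase-3 30 min, then 50 min reaction, room temperature / Technique: rhodamine 110 fluorescence at Ex 480/Em 540 nm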
# SENP7 inh – SENP7 protease inhibition. Q9BQF6. recombinant SENP7, Z-RLRGG-aminoluciferin luminescence, 40 min. inhibition, % at 5 µM. 1.5% of 330,000 active. AID 434973;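 active means inhibition above about 50% at the single test dose, limit read from the data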;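 further: plate controls were DMSO with enzyme for no effect and no enzyme buffer wells for full effect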
# Target sequence (Q9BQF6 706-1050 limits assumed): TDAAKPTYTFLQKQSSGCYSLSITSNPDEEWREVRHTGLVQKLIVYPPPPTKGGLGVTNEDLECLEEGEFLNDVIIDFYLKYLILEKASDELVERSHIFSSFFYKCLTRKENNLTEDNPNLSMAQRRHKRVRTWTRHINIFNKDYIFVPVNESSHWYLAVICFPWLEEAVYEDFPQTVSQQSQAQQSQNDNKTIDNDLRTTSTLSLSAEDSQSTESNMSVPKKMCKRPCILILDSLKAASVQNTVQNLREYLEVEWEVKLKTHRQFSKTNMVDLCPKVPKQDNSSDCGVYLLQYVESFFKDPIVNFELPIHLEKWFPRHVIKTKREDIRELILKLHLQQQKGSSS
# SENP1 inh – SENP1 (human) catalytic domain inhibition | Q9P0U3 | recombinant SENP1 catalytic domain, CyPet-SUMO1-YPet FRET cleavage | inhibition, % at 10 µM | 0.21% of 360,000 active | AID 624204;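 active means inhibition at least 30% at 10 µM, raw YFP signal under a set limit, fluorescence ratio 0.5 to 1.5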;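 further: 0% = enzyme with DMSO and 100% = no enzyme wells; some results filed as inactive read as strong as hits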
# Target sequence (Q9P0U3 419-644 limits assumed): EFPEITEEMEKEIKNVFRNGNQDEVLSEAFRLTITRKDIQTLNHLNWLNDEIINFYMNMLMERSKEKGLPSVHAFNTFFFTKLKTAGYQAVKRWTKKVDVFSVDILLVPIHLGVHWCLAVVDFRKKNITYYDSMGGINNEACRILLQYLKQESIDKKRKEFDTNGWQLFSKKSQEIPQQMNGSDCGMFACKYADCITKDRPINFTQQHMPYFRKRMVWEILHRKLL
#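 Test system: recombinant human SENP1 catalytic domain, His6-tagged / Medium: pH 8 Tris buffer with EDTA, NaCl, BME, BSA, NP40, catalase / Also added: SUMO1 FRET substrate flanked by Cypet and Ypet, 25 nM / Times: 50 min reaction at room temperature / Signal: FRET, CFP and YFP emission / Control set: no-enzyme low control and enzyme-plus-DMSO high control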
# SENP6 block – inhibitors of human SENP6 protease. inhibition, % at 10 µM. Recombinant SENP6 catalytic domain, aminoluciferin luminescence. 1.8% of 330,000 active. AID 2599;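 active means inhibition above about 50% at the single tested dose, limit read from the data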;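 further: plate controls were DMSO wells with enzyme for no effect and DMSO wells lacking enzyme for full effect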
# * marks the source's active call; other numbers are inactive results; i = inactive; · = no result given.
# Preview, two compounds:
SMILES,A3G deaminase,SENP8 block-1,UBC13 polyUb,SENP8 block-2,Apaf-1 inh,SENP7 inh,SENP1 inh,SENP6 block
CCCCN(CCCC)CC(O)Cn1c2ccccc2c(=O)c2ccccc21 (stereo unspecified),-10,i,-13,-6,12,-8,-43,-24
c1ccc(-c2nnc(CN3CCN(C(c4ccccc4)c4ccccc4)CC3)o2)cc1,-7,12,-3,-5,20,16,-1,-15

# Results, previewed entries included:
SMILES,A3G deaminase,SENP8 block-1,UBC13 polyUb,SENP8 block-2,Apaf-1 inh,SENP7 inh,SENP1 inh,SENP6 block
CCCCN(CCCC)CC(O)Cn1c2ccccc2c(=O)c2ccccc21 (stereo unspecified),-10,i,-13,-6,12,-8,-43,-24
c1ccc(-c2nnc(CN3CCN(C(c4ccccc4)c4ccccc4)CC3)o2)cc1,-7,12,-3,-5,20,16,-1,-15
O=C(/C=C/c1ccccc1[N+](=O)[O-])NCC1CCCO1 (stereo unspecified),-7,8,-1,2,-1,-1,-1,-2
COC(=O)c1ccc(N2CCOCC2)c(NC(=O)Nc2cccc(OC)c2)c1,5,1,3,3,8,3,2,-3
NS(=O)(=O)c1ccc(CCNC(=O)CCNC(=O)c2ccco2)cc1,-12,7,-9,2,3,-6,0,-7
CC(C)N(C(=O)NC(=O)Nc1ccccn1)S(C)(=O)=O,-5,-104,8,3,-10,-4,1,-8
O=C(NCC1CCCO1)c1ccc(COc2ccc(F)cc2)o1 (stereo unspecified),-7,19,6,-5,-17,2,-2,-14
Cc1ccccc1C(=O)NC(=S)NCC1CCCO1 (stereo unspecified),-2,18,-6,5,-3,10,0,-4
Cc1cc(C)cc(NC(=O)Nc2ccc(N3CCCCC3)cc2)c1,-5,24,-3,80*,1,82*,3,81*
CC(Sc1nnnn1C1CC1)C(=O)Nc1cccc(S(=O)(=O)N2CCOCC2)c1 (stereo unspecified),-1,8,3,-7,2,4,0,-12
O=C1C=CN2CCOCC2C1 (stereo unspecified),-3,4,-1,0,0,17,-9,0
CN(CC(=O)NCc1ccco1)CC(=O)Nc1cc(S(C)(=O)=O)ccc1Cl,6,9,-2,-9,4,4,-2,-7
O=S(=O)(/N=C/c1ccccc1O)c1cccs1,-10,15,0,-4,-8,4,-1,-5
O=C(Nc1ccc2c(c1)OCO2)c1sc2cc(Cl)ccc2c1Cl,0,-450,-6,-9,4,1,-29,-12
O=C(Cn1nc(-c2ccc(Cl)cc2)c2ccccc2c1=O)Nc1cccnc1,-3,15,6,0,18,5,1,-10
CCOc1ccc(C(=S)N2CCOCC2)cc1OCC,7,17,9,0,-9,8,-1,18
CC(C)CCN(C(=O)CNC(=O)c1cccs1)C(C(=O)NC1CCCC1)c1ccncc1 (stereo unspecified),14,0,-3,1,6,11,3,-21
Cc1ccsc1/C=N/N1CCN(C2c3ccccc3-c3ccccc32)CC1,-10,35,-12,-14,4,10,1,-10
O=C(C1CCN(S(=O)(=O)c2cccc3cccnc23)CC1)N1CCN(c2ccc(Cl)cc2)CC1,-4,4,2,4,7,1,2,-1
O=C(Cc1ccc(Br)cc1)N1CCN(c2ccccn2)CC1,-5,-11,0,-10,11,1,2,-25
COCCN(C(=O)/C=C/c1ccccc1)c1nnc(-c2cccnc2)s1,-3,-36,17,3,-9,3,4,-3
CNC(=S)N1N=C(c2ccc(Br)cc2)CC1c1ccc(N(C)C)cc1 (stereo unspecified),-6,15,-9,0,8,-9,-29,-2
COc1ccccc1C(c1nnnn1CCc1ccccc1)N1CCN(c2ccccc2)CC1 (stereo unspecified),3,8,10,1,19,1,3,-9
CNC(=O)c1cc(C(=O)c2ccccc2C(F)(F)F)c[nH]1,-3,7,-2,-1,-1,-3,1,-20

# Whole records as entered above. Order of screens: A3G deaminase | SENP8 block-1 | UBC13 polyUb | SENP8 block-2 | Apaf-1 inh | SENP7 inh | SENP1 inh | SENP6 block
# CNC(=S)N1N=C(c2ccc(Br)cc2)CC1c1ccc(N(C)C)cc1 (stereo unspecified) is entered as -6 | 15 | -9 | 0 | 8 | -9 | -29 | -2
# COc1ccccc1C(c1nnnn1CCc1ccccc1)N1CCN(c2ccccc2)CC1 (stereo unspecified) is entered as 3 | 8 | 10 | 1 | 19 | 1 | 3 | -9

# New compounds follow.
SMILES,A3G deaminase,SENP8 block-1,UBC13 polyUb,SENP8 block-2,Apaf-1 inh,SENP7 inh,SENP1 inh,SENP6 block
CCOc1ccc(S(=O)(=O)Nc2nc3ccccc3nc2Cl)cc1,-7,-89,-3,2,0,2,-4,5
O=C(CSc1nc(=O)n2cc(Cl)ccc2n1)NCCc1ccccc1,-1,-121,1,7,1,-1,-17,-1
O=C(Nc1ccc(Cl)cc1)N1CCN(C(=O)C2CCCO2)CC1 (stereo unspecified),-4,5,0,-1,8,2,1,-6
CC1CCN(C(=O)Cn2cnc3c2c(=O)n(C)c(=O)n3C)c2ccccc2S1 (stereo unspecified),-5,6,-5,-14,17,-6,-1,-28
CCC(=O)Nc1cccc(C(=O)OCC(=O)c2ccccc2Cl)c1,-7,5,10,-13,-24,-2,1,13
NNC(=O)C1CC1c1ccc(Cl)cc1 (stereo unspecified),-9,25,-2,-14,19,-6,4,-37
CCOC(=O)c1[nH]c2c(c1C)C(=O)CC(c1ccco1)C2 (stereo unspecified),11,-4,-19,2,-5,1,-7,-11
CSc1cccc(NC(=O)c2ccco2)c1,-5,11,2,-1,-9,-2,-1,8
CCC(C)C(NC(C)=O)C(=O)NC(=O)NC(c1ccccc1)c1ccccc1 (stereo unspecified),3,11,-4,-4,7,-15,5,-25
COc1ccc(S(=O)(=O)N(CC(C)C)CC(C)C)c2cccnc12,-3,0,5,3,10,3,3,1
CC(C)COC(=O)CCNc1n[nH]c(=O)[nH]c1=O,1,23,-9,0,2,3,-2,2
CCCCn1nc(C(=O)NCc2ccccc2CN2CCCC2)c2ccccc2c1=O,-8,10,10,-8,18,-1,-1,-7

# A draw from above in order of count of non-hydrogen atoms, ascending:
SMILES,A3G deaminase,SENP8 block-1,UBC13 polyUb,SENP8 block-2,Apaf-1 inh,SENP7 inh,SENP1 inh,SENP6 block
CCCCN(CCCC)CC(O)Cn1c2ccccc2c(=O)c2ccccc21 (stereo unspecified),-10,i,-13,-6,12,-8,-43,-24
CC(Sc1nnnn1C1CC1)C(=O)Nc1cccc(S(=O)(=O)N2CCOCC2)c1 (stereo unspecified),-1,8,3,-7,2,4,0,-12
c1ccc(-c2nnc(CN3CCN(C(c4ccccc4)c4ccccc4)CC3)o2)cc1,-7,12,-3,-5,20,16,-1,-15

# More compounds:
SMILES,A3G deaminase,SENP8 block-1,UBC13 polyUb,SENP8 block-2,Apaf-1 inh,SENP7 inh,SENP1 inh,SENP6 block
Cc1noc(/C=C/N(C)C)c1S(=O)(=O)N1CCCC(C(=O)NCc2ccccc2Cl)C1 (stereo unspecified),-8,18,-20,0,-2,-10,-1,-5
COc1ccc(S(=O)(=O)c2nnn(-c3ccccc3Cl)c2N)cc1,-4,3,8,-4,-11,16,-1,17
O=C(NNC(=S)NC(=O)c1cccc([N+](=O)[O-])c1)c1ccc(O)cc1,-5,12,3,-9,8,-4,3,-7
Cn1nc(C(F)(F)F)c(C#N)c1N1CCN(c2ccccn2)CC1,-5,2,6,-8,12,-3,-1,-15
CCOC(=O)c1c2n(c3ccc(OC(C)=O)cc13)CCC2,-1,0,-6,-15,13,-14,3,-10
CC(C)C(=O)Nc1ccc(-c2nc3ccccc3c(=O)o2)cc1,-4,-193,-2,-40,-18,-15,3,-53
CN1CCN(C(=O)c2cc3c(=O)n4ccccc4nc3s2)CC1,0,-275,24,0,-2,8,-47,2
C=CCN1C(=O)C(CC(=O)Nc2ccc(OCCC)cc2)N(CCCN2CCN(Cc3ccccc3)CC2)C1=S (stereo unspecified),-1,25,9,-7,18,-15,3,-4
CCC(=O)Nc1cc(-c2nn(C)c(=O)c3ccccc23)ccc1N1CCOCC1,-3,-11,2,2,-1,4,-1,7
O=C(CN1CCC(Cc2ccccc2)CC1)NC(=O)NC1CCCCC1,1,5,-12,-5,14,4,-2,-6
CCc1cc2c(=O)c(-c3nc4ccccc4[nH]3)coc2c(CN2CCCCC2)c1O,-3,-106,-2,-1,-13,6,-26,-27
O=C(COc1ccc([N+](=O)[O-])cc1)N(Cc1ccccc1)Cc1ccccc1,-3,15,-4,1,7,4,1,-6
Nc1nc(CN2CCN(Cc3ccc4c(c3)OCO4)CC2)nc(Nc2ccccc2)n1,-4,27,-8,-10,-11,-4,0,-2
Cc1onc(-c2ccccc2Cl)c1C(=O)N1CCCc2ccccc21,-2,12,10,4,-4,-1,0,-28
Cc1c(CCC(=O)NCCC(=O)O)c(=O)oc2c(C)c3oc4c(c3cc12)CCCC4,-6,-287,7,1,6,0,-4,-7
COc1ccc(/C(CC2OC(=O)c3ccccc32)=N\NC(N)=O)cc1 (stereo unspecified),0,12,-2,-5,4,1,4,-1
N#Cc1cc([N+](=O)[O-])c(-n2nnc3ccccc32)c([N+](=O)[O-])c1,0,31,-15,5,13,11,1,3
C[C@H]1CN([C@@H](C)CO)C(=O)Cc2cc(NC(=O)C3CC3)ccc2O[C@H]1CN(C)Cc1ccc(Oc2ccccc2)cc1,-5,6,18,7,30,3,0,6
O=c1oc2cc(O)ccc2cc1-c1ccccc1,-6,-363,23,91*,7,88*,-23,90*
CCNc1nc(Oc2ccc(C(=O)OCC)cc2)nc(N2CCOCC2)n1,-4,·,20,4,5,0,·,-5
Cc1nn(C(C)C(=O)N2CCc3ccccc3C2)c(=O)c2cc3occc3n12 (stereo unspecified),1,-10,-4,0,-3,6,-18,-4
COc1ccc(-c2cc(NCCc3ccncc3)n3ncnc3n2)cc1,0,-86,5,-5,-1,2,-1,-17
COc1c2ccoc2nc2c(OC)c(OCC(OC(C)=O)C(C)(C)O)ccc12 (stereo unspecified),-4,-201,7,-9,-10,10,1,-17
CC1CC(C)CN(S(=O)(=O)N2CCC(C(=O)NCCC3=CCCCC3)CC2)C1 (stereo unspecified),-1,1,0,2,8,-4,4,4
COc1ccc(CC(=O)N2CCc3cc(OC)c(OC)cc3C2)cc1,1,8,0,1,9,-1,-1,4
CC1CN(C(=S)Nc2cccc([N+](=O)[O-])c2)CC(C)O1 (stereo unspecified),-4,7,1,2,-4,1,1,-7
O=C(c1ccc(NC2=NC3CS(=O)(=O)CC3S2)cc1)N1CCN(c2ccccc2)CC1 (stereo unspecified),-6,18,-4,-21,2,17,2,10
Cc1ccc(S(=O)(=O)Nc2cccc(C(=O)NCC(c3ccco3)N3CCCC3)c2)cc1F (stereo unspecified),-4,3,5,-4,7,-14,-4,-5
CC(C)Cc1ccc(/C=C/C(=O)N2CCCCC2)cc1,-5,11,6,19,10,42,2,23
O=C(Nc1cccc(-c2cccc(F)c2)c1)C1CCN(C2CCC2)CC1,-5,4,26,-4,13,-2,1,1
Cc1ccc(NS(=O)(=O)c2cccc(C(=O)Nc3cccnc3)c2)c(C)c1,-3,12,12,6,5,-4,3,7
Cc1ccc(N(C(C)C(=O)NCc2ccncc2)S(C)(=O)=O)cc1C (stereo unspecified),-3,8,2,4,-7,-5,0,-2
Cn1cc(S(=O)(=O)c2ccccc2)c(=O)c2cc(Cl)ccc21,-5,2,-13,-8,-6,9,0,-33
Cc1ccc2c(c1)nnn2C1CCN(S(=O)(=O)c2ccc3ccccc3c2)CC1,-8,16,4,-2,-5,-2,0,2
CCN(c1ccccc1)S(=O)(=O)c1ccc(Cl)c(C(=O)NCC2CCCO2)c1 (stereo unspecified),-4,4,0,-9,-6,-4,0,-10
Clc1cccc(Cl)c1/C=C/c1nc2ccccc2[nH]1,-5,-280,3,89*,-5,93*,-4,82*
CCNC(=S)N1CC(C)OC(C)C1 (stereo unspecified),-3,-15,4,3,-11,3,3,-10
Cn1c(=O)c(C#N)c(-c2ccc(F)cc2)c2cc(C(=O)c3cc(Cl)cc(Cl)c3O)cnc21,-2,-12,-22,2,5,6,2,8

# Bioassay records deposited in PubChem BioAssay by Sanford-Burnham Center for Chemical Genomics.
